# Compound activity as filed in PubChem BioAssay.
# KLF5 inh: inhibitors of KLF5 expression | DLD-1 KLF5 promoter-luciferase reporter, luminescence | inhibition, % at 5 µM | hit rate 0.23% among 290,000 | AID 1700;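 active = inhibition above a per-plate limit of that plate's mean compound inhibition plus 3 SD, cut at about 60% in these data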;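 note: 0% = DMSO wells and 100% = LY294002 at 200 µM; higher means less KLF5 promoter-driven luciferase light; inactives centre near -14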
# IEC-6 tox: kills IEC-6 intestinal cells in KLF5 counter-screen. IEC-6 cytotoxicity, luminescence viability. inhibition, % at 5 µM. hit rate 0.78% among 290,000. AID 1825; in the data active = inhibition above about 22%;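 note: 0% = plate median of test compound wells and 100% = cytotoxic reference compound wells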
# HSF1 inh: HSF1 inhibition | NIH3T3-HGL HSE-luciferase, MG132-induced, luminescence 8 h; hits give low values | activity change, negative = inhibition, % at 7.5 µM (by protocol) | hit rate 0.77% among 300,000 | AID 2098;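 active = more than half of replicate wells show activity change below -50%, luminescence cut by over half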;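 note: luciferase reports HSF-1 transcriptional activity via heat shock element; 0% = median of DMSO wells and -100% = zero luminescence signal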
# Dyrk1A ADPGlo: inhibitors of rat Dyrk1A kinase; Q63470; ADP-Glo luminescence, NFATc1 peptide; inhibition, % at 12.5 µM; hit rate 0.43% among 310,000; AID 504441; in the data active = inhibition above about 50%;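 note: plate controls were vehicle with enzyme for no effect and no enzyme for full effect; many of its hits are not listed in these tables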
# aSyn UTR inh: 5' untranslated region of α-synuclein, MLPCN primary screen; alpha-synuclein 5'UTR reporter, inhibitor activity; inhibition, % (tested at 7.5 µM); hit rate 0.82% among 300,000; AID 1813; in the data active = inhibition above about 60%;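 note: H4 neuroglioblastoma cells stably carrying SNCA 5'UTR luciferase fusion; 0% = DMSO wells and 100% = positive control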
# Platelet DG rel: platelet dense granule release activity | human platelet-rich plasma, SFLLRN dense granule ATP release, luminescence | inhibition, %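 (compounds screened at 7.5 µM in platelet-rich plasma)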 | hit rate 0.22% among 300,000;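 active = mean replicate score, as percent of positive control, at or above 50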
# GSK3A inh: blocks human GSK-3 alpha kinase. P49840. ADP-Glo luminescence, 60 min. inhibition, % at 10 µM. hit rate 0.1% among 320,000;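 in the data active = inhibition above about 50%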;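 note: GST-tagged GSK-3 alpha with peptide substrate and 25 µM ATP; 0% = DMSO neutral wells and 100% = GW8510 positive control wells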
# Target sequence (P49840 whole entry, looked up): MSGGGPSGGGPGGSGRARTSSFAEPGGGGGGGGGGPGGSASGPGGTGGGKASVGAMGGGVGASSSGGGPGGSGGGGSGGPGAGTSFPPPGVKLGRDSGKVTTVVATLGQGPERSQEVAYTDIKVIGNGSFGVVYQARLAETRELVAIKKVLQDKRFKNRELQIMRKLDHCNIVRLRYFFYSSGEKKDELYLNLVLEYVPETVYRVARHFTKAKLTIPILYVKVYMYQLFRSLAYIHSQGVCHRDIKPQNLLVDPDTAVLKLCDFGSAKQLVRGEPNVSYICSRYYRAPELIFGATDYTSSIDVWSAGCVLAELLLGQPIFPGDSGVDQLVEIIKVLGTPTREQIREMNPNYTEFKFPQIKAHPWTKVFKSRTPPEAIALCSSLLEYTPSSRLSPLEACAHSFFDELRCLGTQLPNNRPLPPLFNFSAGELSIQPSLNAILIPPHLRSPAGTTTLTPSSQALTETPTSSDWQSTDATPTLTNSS
# GSK3beta inhib: human GSK3beta kinase inhibition | GST-GSK3beta kinase, ADP-Glo luminescence, 60 min; hits give low values | activity score (negative = inhibition), % at 10 µM | hit rate 0.038% among 300,000 | P49841 | AID 2097;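 active = more than half of replicate wells score below -50%, meaning over 50% inhibition versus plate controls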;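 note: 0% = median DMSO wells and -100% = median GW8510 positive control wells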
# Target sequence (P49841 whole entry, looked up): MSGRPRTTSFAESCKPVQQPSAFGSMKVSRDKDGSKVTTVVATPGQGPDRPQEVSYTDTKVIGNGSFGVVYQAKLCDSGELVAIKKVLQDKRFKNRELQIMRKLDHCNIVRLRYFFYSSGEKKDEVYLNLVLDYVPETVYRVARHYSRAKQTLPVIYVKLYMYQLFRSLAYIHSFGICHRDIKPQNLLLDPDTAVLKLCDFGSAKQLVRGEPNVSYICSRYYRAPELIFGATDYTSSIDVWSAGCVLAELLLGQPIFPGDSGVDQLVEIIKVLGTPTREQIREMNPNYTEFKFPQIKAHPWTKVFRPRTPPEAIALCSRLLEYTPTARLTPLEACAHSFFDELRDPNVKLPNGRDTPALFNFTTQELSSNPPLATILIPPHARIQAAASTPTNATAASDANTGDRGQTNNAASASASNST
#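 test system = GST-tagged human GSK3beta kinase, cell-free | reagent = 25 µM ATP with peptide substrate | dosing = one dose of 10 µM per compound | schedule = 60 min reaction, RT | detection = luminescent ADP-Glo measurement of ADP formed | control set = DMSO neutral wells and GW8510 at 20 µM as positive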
# HSF1 activator: increases HSF-1 driven luciferase reporter signal; NIH3T3-HGL HSF-1 luciferase reporter, MG132, 8 h; 100% = twice DMSO control signal; activation, % at 9 µM; hit rate 1.7% among 300,000; AID 504408;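 active = mean replicate activation of at least 50% with a set share of replicates each reaching 50%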;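 note: 0% = median of the neutral control wells and 100% = twice that signal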
# HSP90 inh: HSP90 refolding inhibition in rabbit reticulocyte lysate; luciferase refolding luminescence, 3 h; inhibition, % at 5.6 µM; hit rate 0.91% among 290,000; AID 1789;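 active = inhibition above the screen-wide mean plus 3 SD, computed separately per campaign, cut at about 16% in these data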;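 note: 0% = DMSO wells and 100% = 60 µM geldanamycin wells; inhibitors lower the luminescence because luciferase stays unfolded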
# Numbers without * were called inactive; . = no result given. An excerpt, so the mix of outcomes need not match the whole.
SMILES,KLF5 inh,IEC-6 tox,HSF1 inh,Dyrk1A ADPGlo,aSyn UTR inh,Platelet DG rel,GSK3A inh,GSK3beta inhib,HSF1 activator,HSP90 inh
Cc1ccccc1NC(=O)c1sc2nc(N3CCOCC3)c3c(c2c1N)CCCC3,-31,-8,12,.,-9,-4,0,3,24,0
COc1ccc2c(c1)C1(Nc3ccccc3-c3nc4ccccc4n31)C(=O)N2C (centres undefined),-3,3,.,-1,.,.,-2,-4,.,4
Cc1nc(C(=O)N2CCc3c([nH]c4ccccc34)C2c2cc(F)ccc2F)cs1 (centres undefined),-27,3,17,0,-21,0,17,1,13,-1
NS(=O)(=O)c1ccc(NC(=S)N2CCN(Cc3ccc4c(c3)OCO4)CC2)cc1,-48,-10,-9,1,26,1,-3,-3,-4,-5
Cc1cc(C(=O)OCC(=O)c2ccc3c(c2)NC(=O)CO3)c2ccccc2n1,-7,-1,-2,4,-6,2,1,-2,-16,2
Cn1nc(C(F)(F)F)c(C#N)c1N1CCN(c2cccc(C(F)(F)F)c2)CC1,-17,-1,0,4,7,11,1,1,8,5
CCOc1ccc(-c2nnn(CC(=O)NCc3ccc(OC)cc3)n2)cc1OCC,-10,-4,1,4,17,-17,-2,-2,6,-4
Cc1nc2cc(NC(=O)NCCC3=CCCCC3)ccc2o1,-118,-6,22,10,-151,4,1,-1,26,0
Cc1nn(C)c(C)c1CN(C)C(=O)C1c2ccccc2Oc2ccccc21,12,3,5,3,14,-1,1,2,6,-3
CCOC(=O)c1ccc(NC(=O)Oc2ccccc2)cc1,-1,-2,-51*,-1,-66,-3,-1,-24,-63,-4
COc1cc2c(cc1OC)/C(=C/C(=O)c1ccccc1F)NCC2,-8,5,12,13,34,5,0,0,18,1
CC(=O)Nc1ccc(NC(=O)CSc2ncc(C(=O)Nc3ccc(Cl)cc3)c(=O)n2C)cc1,.,.,47,-4,-51,9,-2,1,48,.
Cc1ccc2cc(CN(Cc3nnnn3C3CCCC3)C3CCCCC3)c(=O)[nH]c2c1C,-23,2,-1,-1,0,8,.,2,8,5
COc1ccc(OC)c(S(=O)(=O)NCC(c2ccco2)S(=O)(=O)c2ccccc2)c1 (centres undefined),.,.,-3,.,2,-24,-2,0,-11,.
O=C(Nc1ccc(S(=O)(=O)N2CCCC2)cc1)c1cccc(OC(F)F)c1,.,.,1,-1,-6,-12,-1,.,-3,.
CC1CN(c2ncc(/C=N/NC(=O)c3ccccc3O)s2)CC(C)O1 (centres undefined),-27,-2,-29,6,0,0,-2,-2,-38,-2
COc1ccc(/C=C2\N=C(C)N(c3ccc4ccccc4c3)C2=O)cc1OC,-11,2,6,-5,-18,-1,.,-2,9,4
O=C(c1ccccn1)N1CCN(c2cccc(C(F)(F)F)c2)CC1,-13,3,-48,-5,0,-4,2,0,-60,-4
CC(=O)c1ccc(NC(=O)CCn2c(=S)oc3ccccc32)cc1,-21,2,0,-1,-15,-4,-1,-1,3,1
Cc1ccc2c(c1)C1C3CCC(C3)C1S(=O)N2 (centres undefined),-14,-2,-1,-4,22,0,-1,.,-5,0
COc1ccccc1C(=O)Nc1ccnn1C1CCN(Cc2ncc[nH]2)CC1,5,1,-3,.,10,0,-2,23,-19,4
O=C1C(Cc2ccccc2)S/C(=N/N=C/c2ccco2)N1c1ccccc1 (centres undefined),5,1,3,2,4,2,2,0,2,0
CCn1nc(C)c(Br)c1Nc1ccc(Br)cc1,-2,5,14,-2,28,-8,0,-1,19,-1
O=C1NCCN(Cc2ccc(Cl)c(F)c2)C1CC(=O)N1CCCO1 (centres undefined),-9,3,18,-21,-16,1,0,1,30,-6
Cc1ccc(Cn2c(=S)[nH]c3ccccc3c2=O)cc1,-9,-2,0,-3,3,2,2,0,-5,-4
COc1ccc(/C=C/C(=O)NC(=S)N2CCN(c3ccccn3)CC2)cc1OC,-50,8,-7,-8,41,-4,-2,3,4,3
Cc1c(Br)c(C(F)(F)F)nn1CC(=O)NCc1ccccc1,5,-7,-1,-5,10,4,-4,-1,-2,-4
Brc1ccccc1-c1nnc(-c2cccnc2)o1,-47,7,18,7,-106,4,2,-1,4,-2
CC(=O)c1c(C)[nH]c(C(=O)OCC(=O)Nc2ccc(Cl)cc2[N+](=O)[O-])c1C,-2,5,-6,1,-37,-7,1,3,-4,1
Cc1cc(N2CCN(C)CC2)nc2ccc(NC(=O)c3cccnc3Cl)cc12,-17,1,-59*,-4,-21,-6,-2,2,-68,-1
CCCN1C(=O)c2cc(C(=O)Nc3cccc(C(C)=O)c3)ccc2C1Nc1cccc(C(C)=O)c1 (centres undefined),-4,-4,2,2,12,20,-1,0,-2,1
COc1ccc(/C=N\NC(=O)c2ccc(Cn3cc(Br)c([N+](=O)[O-])n3)o2)c(OC)c1C,-36,8,-4,-3,9,-3,-2,-1,15,2
Cc1cc(Cl)cc(C)c1OCCCCn1ccnc1,-11,5,4,2,7,-6,4,0,6,-4
CC(C)CCn1c(CN2CCN(c3cccc(Cl)c3)CC2)nc2c1c(=O)n(C)c(=O)n2C,.,.,-2,-2,-7,2,-2,-26,-8,.
Cc1sc2ncnc(Nc3ccccc3)c2c1C,-20,8,-6,0,8,-4,2,1,15,5
CCOC(=O)C1C(c2ccccc2Cl)NC(=O)N(C)C1(O)C(F)(F)F (centres undefined),-31,-1,-5,5,-25,-7,2,1,6,-2
Cc1ccc(CN2C(=O)N/C(=C\c3ccc(N4CCOCC4)cc3)C2=O)cc1,-16,-2,0,-2,18,1,.,0,4,-6
CCN(CC)CCCNC(=O)Cn1nc([N+](=O)[O-])c(Cl)c1C,16,-9,-14,1,14,-7,-2,-1,2,-2
COc1cc(NC(=S)N2CCN(C(=O)C3CCCO3)CC2)c(OC)cc1Cl (centres undefined),-56,-4,9,3,-8,-4,1,1,29,-3
CC(Sc1nnc(-c2ccc(OC(F)F)cc2)n1N)C(=O)NCC1CCCO1 (centres undefined),.,.,-6,-1,-3,-4,0,3,-6,.
COc1ccc2[nH]c3c4c(ccc3c2c1)C(=O)C=CC4=O,-22,57*,.,-2,.,.,.,.,.,6
COc1ccc(NC(=O)c2oc3ccc(S(=O)(=O)N4CCOCC4)cc3c2C)cc1,6,-2,-31,-5,-15,3,1,2,-24,3
O=C(O)COc1ccc(NC(=O)c2ccco2)cc1,15,1,-6,-4,10,0,0,-2,17,-3
CCOC(=O)c1cccc(NC(=O)Cn2c(CC(=O)N3CCCC3)nc3ccccc32)c1,-3,-10,4,.,-3,4,.,1,6,0
CCCCc1nc(NCCN2CCOCC2)c(C#N)c2c1COC(C)(C)C2,-19,0,-6,-5,26,1,-2,2,5,-2
O=C1NCCCN1Cc1ccc(F)cc1,-13,-10,2,4,33,2,-1,0,6,-1
O=C(NN=C1CCCCCC1)c1ccncc1,-13,1,.,2,.,.,.,-1,.,-4
O=C(N/N=C/c1ccc2c(c1)OCO2)C1CC1,-74,0,-15,-5,-67,-3,2,-4,-14,2
CC(=O)c1ccc(NC(=O)C(C)OC(=O)CCCN=C2NS(=O)(=O)c3ccccc32)cc1 (centres undefined),.,.,4,18,-6,6,-3,0,-10,.
Cc1cccc2cc(COC(=O)C(C)C)c(=O)[nH]c12,-8,4,-4,-8,14,9,-1,1,3,6

# A draw from above in order of length of the SMILES, smallest number first:
SMILES,KLF5 inh,IEC-6 tox,HSF1 inh,Dyrk1A ADPGlo,aSyn UTR inh,Platelet DG rel,GSK3A inh,GSK3beta inhib,HSF1 activator,HSP90 inh
O=C(NN=C1CCCCCC1)c1ccncc1,-13,1,.,2,.,.,.,-1,.,-4
O=C(O)COc1ccc(NC(=O)c2ccco2)cc1,15,1,-6,-4,10,0,0,-2,17,-3
Cc1cccc2cc(COC(=O)C(C)C)c(=O)[nH]c12,-8,4,-4,-8,14,9,-1,1,3,6
CCOC(=O)c1cccc(NC(=O)Cn2c(CC(=O)N3CCCC3)nc3ccccc32)c1,-3,-10,4,.,-3,4,.,1,6,0

# (next part)
SMILES,KLF5 inh,IEC-6 tox,HSF1 inh,Dyrk1A ADPGlo,aSyn UTR inh,Platelet DG rel,GSK3A inh,GSK3beta inhib,HSF1 activator,HSP90 inh
COc1cccc(/C=C(/C(=O)OCC(=O)NC2CCCC(C)C2C)c2ccccc2)c1 (centres undefined),12,-3,-10,-5,28,-13,-1,3,5,4
CC(=O)c1c(-c2ccccc2)c2cc([N+](=O)[O-])ccc2[nH]c1=O,-38,20,-2,6,2,-3,6,-10,18,7
COc1c(F)c(F)c(C(=O)O)c(Nc2ccc(C)cc2)c1F,-19,-2,7,-6,-20,7,1,6,21,-3
OCCN(Cc1ccccc1)CC1CCCCC1,-8,-4,-9,6,-4,5,-4,2,-1,1
CCN(CC)C1CCCCC1NS(=O)(=O)c1ccc(Cl)cc1 (centres undefined),5,6,0,-10,19,-11,-4,-1,6,0
COc1ccccc1OCc1ccc(C(=O)c2ccccc2)cc1,-28,-1,18,9,-49,-2,.,-2,6,5
CC1(C)CC(NC2C3CC4CC(C3)CC2C4)CC(C)(C)N1 (centres undefined),-4,2,-4,6,-45,1,-5,0,3,-2
COc1ccc(Cl)cc1NC(=S)N1CCN(S(C)(=O)=O)CC1,-22,0,2,.,-22,-2,3,4,15,2
O=c1[nH]c2c(s1)C(c1cccnc1)C1C3CCC(C3)C1S2 (centres undefined),11,-3,-19,2,12,3,49,-21,-39,1
CC(=O)Nc1ccc(CCc2nc3ccccc3[nH]2)cc1,-18,3,4,0,-27,5,-1,1,14,-1
Clc1ccc2[nH]cc(-c3nnnn3-c3ccccc3)c2c1,4,11,-5,3,12,13,0,1,-8,4
COC(C/C=C/C(=O)COCc1ccccc1)OC,.,.,6,2,12,-4,.,1,2,.
Cc1nc(/C=C/c2ccccc2)cc(/C=C/c2ccccc2)n1,-149,4,-3,-8,-104,4,0,-1,38,3
Cc1nc2sc3c(c2c(=O)n1/N=C/c1cccnc1)CCCC3,-16,-2,1,8,20,-1,0,1,15,-7
COc1ccc(C(N)=O)cc1N,-2,-4,-5,-11,-6,-1,0,2,0,0
Cc1ccc(-n2cccn2)c(CN2CCC(CO)(CCc3ccccc3)CC2)c1,-11,1,3,.,8,1,.,-3,4,2
O=C1CC[C@@H](C(=O)N2CSC[C@H]2C(=O)O)N1,-26,-3,-5,-10,1,0,-1,2,21,0
Cc1ccc(CNS(=O)(=O)NCc2ccc(Cl)cc2)cc1,-8,0,-3,-51,-18,2,-4,-3,11,0
O=C(c1cccnc1)N1CCN(S(=O)(=O)c2ccc(Cl)cc2)CC1,5,-2,-3,-4,2,1,-2,-1,-14,6
CCOC(=O)c1cnc2cc(-c3ccc(C)cc3)nn2c1-c1ccccc1,-7,2,-3,4,33,1,.,0,-4,1
COc1cccc(NC(=O)COC(=O)c2c(F)cccc2Cl)c1,-21,-1,11,9,-148,1,-2,4,36,-2
O=c1[nH]c2ccccc2cc1-c1nnn(-c2ccc(Cl)c(Cl)c2)n1,.,.,-3,4,-21,-1,-2,1,10,.
CCN(CC)C1CCN(C(=O)c2ccc(OC3CCN(CCc4ccccc4)CC3)cc2)C1 (centres undefined),-20,-6,-3,1,-22,6,-1,0,-3,-3
Cc1cccc(-n2ncc(Cl)c(Cl)c2=O)c1,-6,98*,-95*,1,-220,16,-2,1,-95,-1
